Screening results from PubChem BioAssay.
CTSL1 counter = blocks F. hepatica cathepsin L1 in PFM18AAP counter-screen; recombinant F. hepatica cathepsin L1, Z-Leu-Arg-MCA fluorescence; inhibition, % at 5.96 µM; 300,000 tested, 0.49% active;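 active = inhibition above the mean of all tested compounds plus 3 SD, set per screening campaign, cut at about 17% in these data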;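 also: 0% = plate median of test compound wells and 100% = 1 µM Z-Phe-Ala-diazomethylketone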
proCasp3 act = activators of human procaspase-3 | P42574 | 330,000 tested, 0.11% active | activation, % at 8.5 µM | recombinant procaspase-3 D3A, Ac-DEVD-pNA absorbance 405 nm;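 active = activation above the mean of all tested compounds plus 3 SD, cut at about 21% in these data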;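 also: 0% = DMSO alone and 100% = DMSO wells spiked with extra 5 µM PC-3 D3A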
Target sequence (P42574 whole entry D9A/D28A/D175A): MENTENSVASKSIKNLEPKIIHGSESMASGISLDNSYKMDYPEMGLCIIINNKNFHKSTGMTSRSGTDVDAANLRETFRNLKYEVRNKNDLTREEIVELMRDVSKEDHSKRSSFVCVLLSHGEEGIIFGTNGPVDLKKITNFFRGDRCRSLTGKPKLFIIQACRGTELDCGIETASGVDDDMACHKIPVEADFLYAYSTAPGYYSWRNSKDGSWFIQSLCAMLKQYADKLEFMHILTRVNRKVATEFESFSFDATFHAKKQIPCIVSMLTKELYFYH
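Compound: 8.5 µM single point, 0.8% DMSO / Material: Autoprocessing-dead procaspase-3 D3A mutant enzyme / Timing: 1 h preincubation plus 2 h reaction at 25 °C / Medium: Zinc-free HEPES/NaCl buffer with 0.01% Triton X-100 at pH 7.4 / Technique: 405 nm absorbance of p-nitroaniline, reads at 0 and 120 min / Repeats: one well per compound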
TPT1 inhibitor = C. albicans TPT1 enzyme inhibition; recombinant caTPT1, FP RNA substrate dephosphorylation; inhibition, % at 5 µM; 300,000 tested, 0.81% active; AID 1962;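 active = inhibition above the mean of all tested compounds plus 3 SD, set per screening campaign, cut at about 24% in these data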;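 also: plate controls were DMSO alone for no effect and ferristatin control at 100 nM for full effect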
PP1 inh = PP1-alpha (human) inhibition in PP5 counter-screen; P62136; purified PP1alpha, OMFP fluorescence; inhibition, % at 6.7 µM; 320,000 tested, 0.9% active;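 active = inhibition above the mean inhibition of all tested compounds plus 3 SD, computed separately for each screening campaign, cut at about 15% in these data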
Target sequence (P62136 whole entry, looked up): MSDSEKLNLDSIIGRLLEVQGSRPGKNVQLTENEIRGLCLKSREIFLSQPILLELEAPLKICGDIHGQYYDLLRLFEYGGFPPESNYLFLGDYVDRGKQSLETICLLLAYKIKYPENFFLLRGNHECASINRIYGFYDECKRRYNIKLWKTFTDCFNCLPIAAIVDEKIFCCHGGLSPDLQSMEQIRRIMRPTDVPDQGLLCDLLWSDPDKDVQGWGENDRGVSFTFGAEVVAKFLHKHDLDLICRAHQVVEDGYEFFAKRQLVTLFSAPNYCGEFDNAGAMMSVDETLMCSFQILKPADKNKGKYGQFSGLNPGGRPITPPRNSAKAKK
Efflux pump inh = antifungal efflux pump inhibition, Nile Red retention. inhibition, % at 10 µM. S. cerevisiae Candida pump triplex. 330,000 tested, 0.44% active. AID 485275;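 active = plate passing quality check with inhibition over a set limit, or well fluorescence over plate mean plus 4 SD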;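 also: Nile Red retained in pooled yeast measured as flow cytometry median fluorescence; 0% = buffer negative control and 100% = Enniatin B positive control; higher means more Nile Red kept so more efflux inhibition; some compounds called inactive have numbers as strong as hits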
PP5 primary = PP5 (human) phosphatase inhibition; purified PP5c, OMFP substrate fluorescence; inhibition, % at 6.7 µM; 320,000 tested, 0.18% active; AID 1987; P53041;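 active = inhibition above the campaign's mean inhibition across all tested compounds plus 3 SD, cut at about 9.5% in these data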;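 also: 0% = DMSO only and 100% = 100 µM cantharidin control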
proCasp7 act = counter-screen: procaspase-7 (human) activation; P55210; recombinant procaspase-7, Ac-DEVD-pNA absorbance 405 nm; D23A/D198A/D206A triple mutant, cannot self-cleave; scale: DMSO 0, 5 µM enzyme 100; activation, % at 8.5 µM; 330,000 tested, 0.093% active;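 active = percent activation above the screen-wide mean plus 3 SD, cut at about 25% in these data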
Target sequence (P55210 whole entry D23A/D198A/D206A): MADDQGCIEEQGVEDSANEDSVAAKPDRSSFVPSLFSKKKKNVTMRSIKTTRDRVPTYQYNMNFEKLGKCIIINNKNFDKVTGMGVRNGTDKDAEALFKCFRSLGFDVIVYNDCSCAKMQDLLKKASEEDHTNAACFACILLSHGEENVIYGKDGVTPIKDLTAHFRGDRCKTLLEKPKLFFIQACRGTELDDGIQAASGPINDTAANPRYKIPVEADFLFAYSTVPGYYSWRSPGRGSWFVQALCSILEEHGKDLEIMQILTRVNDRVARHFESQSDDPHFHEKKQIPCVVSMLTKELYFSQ
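Detection: p-Nitroaniline absorbance at 405 nm, read at 0 and 120 min; system: Uncleavable procaspase-7 mutant enzyme; evaluation: % activation from two-timepoint absorbance difference, scaled to controls; times: 1 h enzyme–compound preincubation and 2 h substrate reaction, both 25 °C; buffer or medium: Zinc-free HEPES pH 7.4 with 300 mM NaCl, 0.01% Triton X-100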
HCV core dimer = blocks dimerization of HCV core protein. AID 1899. 300,000 tested, 0.33% active. inhibition, % at 5 µM. TR-FRET GST/Flag-core106 dimerization, 1536-well;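 active = inhibition above the mean of all tested compounds plus 3 SD, set per screening campaign, cut at about 45% in these data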
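System: GST-tagged and Flag-tagged HCV core protein residues 1-106 / Input: core106 proteins, GST 13.5 nM and Flag 17 nM / Buffer or medium: KF-containing HEPES buffer, pH 7.45, DTT, CHAPS, BSA / Probe or stimulus: Eu-anti-GST and XL665-anti-Flag labelled anti-tag antibodies / Schedule: 4 h, 22.5 °C incubation / Technique: TR-FRET 671 and 617 nm emission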
JMJD2C inh = human JMJD2C demethylase inhibition; Q9H3R0; GST-JMJD2C(1-420) H3K9me3 demethylation, DELFIA europium; inhibition, % at 2.35 µM; 330,000 tested, 0.069% active; AID 2099;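 active = more than half of a compound's replicate wells show inhibition beyond 50%, single wells judged on their own value; inconclusive = some, but no more than half, of replicates pass 50% inhibition; inactive = no replicate passes 50% inhibition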;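 also: signal counts dimethyl H3K9 product captured on neutravidin plate; 0% = median of DMSO wells and 100% = 0.3 times that DMSO median; strong numbers were not always called active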
* = called active by the depositor; ? = inconclusive; nt = not tested or not shown; & = joins results of further samples.

SMILES | CTSL1 counter | proCasp3 act | TPT1 inhibitor | PP1 inh | Efflux pump inh | PP5 primary | proCasp7 act | HCV core dimer | JMJD2C inh
COc1ccccc1CCC(=O)Nc1ccc2c(c1)CN(CCCn1cccn1)CC2 | 0.3 | 2.9 | 0.8 | -4.9 | -0.2 | -0.4 | 2.4 | 9.7 | 2.3
Cc1ccc(-n2cc(C(=O)O)c(=O)cc2C)c(C)c1 | 1.4 | 1.1 | -1.2 | -2.5 | 0.1 | -0.4 | 5.0 | 4.6 | -2.5
O=C(NCCCN1CCOCC1)c1ccc(-c2ccc(Cl)cc2)o1 | 1.6 | -0.4 | 4.7 | -0.5 | 0.3 | 0.1 | -2.8 | 1.9 | -9.8
COCCNC(=O)c1onc(CSc2ccc(F)c(F)c2)c1C(=O)O | -0.4 | 0.8 | -5.5 | 2.5 | -0.1 | 1.8 | -7.2 | -13.4 | 2.1
COc1cccc(NC(=O)c2cc3ccccc3o/c2=N\O)c1 | 7.2 | -15.6 | -5.7 | -1.5 | 0.0 | 1.6 | -17.2 | -8.4 | 9.7
CNS(=O)(=O)c1ccc(C(=O)NCC(=O)NCC2COc3ccccc3O2)cc1 (stereo unspecified) | nt | -8.7 | nt | -3.6 | 0.6* | 2.6 | -13.8 | nt | 5.9
O=c1c2ccccc2nc2n1-c1ccccc1CCC2 | 0.5 | -3.9 | 1.3 | 2.6 | 0.0 | 0.8 | 1.4 | 0.9 | 7.5
CCC(C)NC(=O)CSc1n[nH]c(-c2cc(Cl)ccc2OC)n1 (stereo unspecified) | 3.6 | 5.7 | 0.3 | -5.3 | 0.1 | -0.3 | 7.3 | -1.5 | -0.8
S=c1nc(-c2ccccc2)c(-c2ccccc2)n[nH]1 | 2.8 | -8.9 | 0.6 | -3.7 | 0.0 | 0.8 | -18.8 | 4.4 | -4.8
COC(=O)c1c(NC(=O)c2cccc(S(=O)(=O)N3CCN(C)CC3)c2)sc(C)c1C | -1.9 | 5.3 | -1.7 | -1.7 | 0.0 | 1.7 | -5.8 | 3.3 | 7.1
CCOC(=O)C1=NOC(CNc2ncc(C(F)(F)F)cc2Cl)C1 (stereo unspecified) | 1.5 | 2.9 | 0.0 | -4.0 | 0.0 | 0.3 | -6.9 | -0.3 | 3.4
O=C(COC(=O)c1cc([N+](=O)[O-])ccc1N1CCOCC1)Nc1c(Cl)cccc1Cl | -1.2 | 10.6 | -2.5 | -5.7 | -0.1 | -2.3 | -6.5 | 5.7 | 20.0
CC(C)CC(=O)NC(=S)Nc1ccc(N2CCCC2)c(Cl)c1 | -0.1 | 4.0 | -1.4 | -3.7 | -0.1 | -1.5 | -3.7 | 3.3 | -1.3
CCc1noc(C)c1C(=O)Nc1cc(C(F)(F)F)ccc1-n1cncn1 | -3.7 | -3.0 | -0.6 | -2.5 | -0.1 | -0.8 | -5.2 | -3.1 | -34.4
CCOC(=O)c1cnc2oc3ccccc3n2c1=O | -5.3 | 4.2 | 0.0 | 7.1 | 0.3 | -1.3 | 6.9 | 1.5 | 38.2
COc1ccc(NC2=C(C(C)=O)C(c3ccccc3)C(C(C)=O)C(C)(O)C2)cc1 (stereo unspecified) | 2.0 | 5.0 | -2.6 | -1.8 | -0.1 | 0.1 | -0.3 | 0.7 | 6.1
O=C(CSc1cccc[n+]1[O-])Nc1cccc(Oc2ccccc2)c1 | 4.8 | 1.3 | -0.7 | 0.8 | 0.0 | -1.1 | 3.6 | -1.9 | 4.4
CCOC(=O)C1=C(c2ccccc2)NC(=O)NC1c1ccc(OC)c(OC)c1 (stereo unspecified) | 2.8 | 1.4 | 4.1 | -0.8 | -0.2 | -0.9 | 10.4 | -2.8 | -22.7
O=C(c1cc(S(=O)(=O)NCc2ccco2)ccc1Br)N1CCOCC1 | nt | -7.0 | nt | 2.4 | 0.0 | -2.1 | 1.5 | nt | -4.6
CCCCn1c(N)c(N(CCOC)C(=O)C2CCN(C(=O)c3ccc(F)cc3)CC2)c(=O)[nH]c1=O | 1.5 | -10.3 | -1.1 | -2.2 | 0.1 | -2.5 | 2.6 | -1.4 | ?
Cc1ccc(S(=O)(=O)NNC(=S)Nc2cccc(C)c2C)cc1 | -1.8 | 6.8 | 5.0 | -4.0 | 0.2 | 0.9 | -0.1 | -4.1 | 0.7
O=C(NCC1CC1)c1cc(-c2ccccc2)nn1CC1CC(c2cccnc2)=NO1 (stereo unspecified) | -2.0 | 3.6 | -2.5 | 0.9 | -0.1 | -0.6 | 14.1 | -6.8 | -3.1
Cc1cc(/C=C2\SC(N)=NC2=O)c(C)n1-c1ccc(F)cc1 | -0.1 | -1.1 | 19.7 | -3.8 | 0.1 | -0.4 | -14.2 | 12.8 | -4.9
S=c1[nH]cc(-c2ccc(Cl)cc2)n1Cc1ccccc1 | -3.8 | -9.5 | -5.1 | 1.4 | 0.3 | 0.5 | -21.8 | 20.9 | 0.8
Cc1cc(C)c(NC(=O)CN(C)C(=O)CNC(=O)c2cccs2)c(C)c1 | nt | 11.0 | nt | -3.9 | 0.1 | 3.6 | 3.6 | nt | 0.3
CC1CCCCC1NC(=O)CN1C(=O)c2ccccc2S1(=O)=O (stereo unspecified) | -2.6 | 6.5 | -3.0 | -1.1 | 0.0 | 2.7 | -1.3 | 2.4 | -5.4
CCN1C(=O)[C@H]2[C@@H](c3ccc(-c4ccc(OC)cc4)cc3)N3CCCC[C@@]3(C(=O)OC)[C@H]2C1=O | 2.2 | 0.2 | -3.3 | 1.2 | 0.0 | 3.2 | 8.5 | -4.0 | 0.6
O=C(NNC(=S)Nc1ccccc1C(F)(F)F)c1ccc(Br)o1 | 0.0 | -6.6 | 0.5 | -3.5 | 0.0 | -2.4 | -7.8 | 4.8 | nt
COc1cc(-c2nc(-c3ccc(Br)o3)no2)cc(OC)c1OC | 2.4 | 5.9 | 2.6 | -1.6 | 0.3 | 2.5 | -8.0 | -16.4 | 6.1
CSCC[C@H](NC(=O)Nc1ccc(Oc2ccccc2)cc1)C(=O)O | -0.3 | 4.8 | 3.2 | -2.2 | -0.1 | 1.9 | 2.5 | 2.7 | 7.6
COc1cc(C(=O)NCC(=O)OCC(=O)c2ccc[nH]2)cc(OC)c1OC | -2.6 | 1.0 | -4.7 | 0.6 | -0.1 | 2.1 | 6.0 | -4.8 | 9.9
CN(C)S(=O)(=O)c1ccc(C(=O)OCC(=O)NCc2ccco2)cc1 | -3.1 | 4.9 | 4.1 | -4.1 | -0.1 | -0.7 | 1.6 | 6.5 | 2.2
COc1cc2c(cc1OC)C1(Nc3c-2c(-c2ccccc2)nn3-c2ccccc2)C(=O)Nc2ccccc21 (stereo unspecified) | 3.6 | -4.0 | 6.0 | 0.7 | 1.2* | 1.3 | -9.6 | 45.0 | -4.5
O=C(N/C=C/n1cnc2cc(C(F)(F)F)ccc21)c1ccccc1 | 2.7 | -2.6 | 2.3 | 0.5 | 0.0 | 0.3 | -4.2 | -2.8 | 33.1
CC(C)OC(=O)c1ccc(NC(=O)CSc2nc3ncccc3[nH]2)cc1 | -2.6 | 5.1 | 2.7 | 0.2 | -0.1 | 4.2 | 12.7 | 11.3 | -2.4
Nc1ccc2c(c1)COC2=O | 0.8 | 7.0 | -0.9 | -2.7 | -0.3 | -1.5 | 3.0 | -0.5 | -1.5
S=C(NCC1CCCCC1)Nc1cccnc1 | -2.8 | -5.5 | -1.8 | 4.4 | -0.2 | 0.4 | -3.1 | -0.5 | 3.6
Cc1cc(OCC(=O)NCCCN2CCCC2=O)c2c(C)cc(=O)oc2c1 | 2.1 | 7.3 | 0.1 | -3.5 | -0.1 | 1.8 | -1.6 | -12.8 | 2.4
Cc1cc2cc(CN(Cc3ccc4c(c3)OCO4)C(=O)c3cnccn3)c3nnnn3c2cc1C | -0.1 | -7.1 | 2.7 | 0.2 | 0.1 | 1.4 | 4.1 | 28.2 | 12.7&-4.1
COc1ccc(NC(=O)CC(C)c2ccccc2)cc1S(=O)(=O)N1CCOCC1 (stereo unspecified) | nt | -2.6 | nt | -3.4 | 0.1 | 0.3 | -4.5 | nt | 4.4
CCc1ccc2[nH]c(=O)c(C(c3nnnn3Cc3ccccc3)N3CCOCC3)cc2c1 (stereo unspecified) | -0.6 | -11.2 | -0.5 | -3.0 | 0.3 | 3.1 | -18.5 | 6.6 | -3.5
Nc1ccc2oc(-c3ccccc3Cl)nc2c1 | 0.6 | -2.3 | -1.9 | -1.4 | 0.7 | 1.5 | 3.3 | -2.1 | 6.5
CCOC(=O)N1CCN(S(=O)(=O)c2ccc3c(c2)SCC(=O)N3)CC1 | -0.8 | -4.6 | -1.8 | -2.1 | 0.0 | -0.1 | 2.4 | 7.0 | -4.0
COc1cc(C(=O)NC(=S)Nc2nc(-c3ccc(F)cc3)cs2)cc(OC)c1OC | -2.0 | -2.5 | -3.4 | -3.1 | -0.2 | 2.5 | 4.0 | -1.4 | 3.2
Cc1cccc(C(=O)Nc2nnc(S(=O)(=O)N3CCCCCC3)s2)c1 | 1.0 | 1.9 | -1.3 | 1.9 | 0.4 | 2.1 | -12.7 | -4.5 | 17.0
O=C(CNC(=O)c1cccc(OC(F)F)c1)OCc1cc(=O)n2cc(Br)ccc2n1 | -1.7 | -11.0 | -2.6 | 1.8 | -0.1 | 1.1 | 0.5 | 37.7 | 13.1
CC(C)CCNC(=O)CCCOc1cc(=O)n(C)c2ccccc12 | -1.9 | 6.8 | 3.9 | -4.5 | 0.2 | 2.7 | 3.8 | -2.3 | -0.7
O=C(N/N=C/c1ccc(OC(=O)c2ccc([N+](=O)[O-])cc2)cc1)c1cccnc1 | 0.4 | -1.3 | 2.6 | -8.4 | -0.2 | 3.7 | -7.6 | -20.4 | -6.0
CCN(CC(=O)N1CCC(C)CC1)S(=O)(=O)c1ccc(C)cc1 | 1.9 | 7.5 | -7.3 | -9.7 | 4.8 | 3.4 | -5.2 | 3.9 | 4.2
COc1ccc(/C=C2/Sc3ccc(C(=O)NCCCN4CCOCC4)cc3NC2=O)cc1OC | 11.9 | -10.2 | -0.7 | -4.1 | 0.0 | -3.8 | -9.9 | -34.3 | -8.1
COc1ccc(/C=N/Nc2ccccc2C(=O)O)cc1Cn1cc([N+](=O)[O-])cn1 | 2.6 | -9.4 | 0.6 | 1.9 | 0.0 | -0.3 | 2.0 | 6.1 | 1.6
O=C(COC(=O)CSc1ccc(Cl)cc1)Nc1ccc2[nH]c(=O)[nH]c2c1 | nt | -1.6 | nt | nt | 0.5 | nt | 11.7 | nt | 6.5
